Screens: PubChem BioAssay, National Center for Advancing Translational Sciences (NCATS)
AmpC inh detg = qHTS Inhibitors of AmpC Beta-Lactamase (assay with detergent). P00811. AmpC hydrolysis of nitrocefin, absorbance 480 nm, 0.01% Triton. Potency, µM (highest dose often 114 µM), for the others: at the top dose activity change, negative = inhibition, actives largely listed as inhibitors. 370,000 tested, 0.041% active. AID 485294, 2010;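 note: potency is the fitted concentration of half-maximal effect; 0% = no-compound wells and -100% = no-enzyme wells; nearly all actives have a fitted effect of over 25% in size; some results filed as inactive show a strong effect at the top dose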
Target sequence (P00811 whole entry, looked up): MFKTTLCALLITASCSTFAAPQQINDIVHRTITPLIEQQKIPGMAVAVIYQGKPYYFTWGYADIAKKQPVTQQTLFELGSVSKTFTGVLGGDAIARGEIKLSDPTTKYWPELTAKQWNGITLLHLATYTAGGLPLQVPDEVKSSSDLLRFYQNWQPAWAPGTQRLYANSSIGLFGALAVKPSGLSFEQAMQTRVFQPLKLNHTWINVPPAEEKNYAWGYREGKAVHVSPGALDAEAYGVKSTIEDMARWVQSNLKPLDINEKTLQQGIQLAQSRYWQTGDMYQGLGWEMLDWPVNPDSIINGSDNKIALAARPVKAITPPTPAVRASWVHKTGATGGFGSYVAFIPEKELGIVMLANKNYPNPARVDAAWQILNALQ
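20 mM phosphate pH 7.0 + 0.01% (detergent screen) or 0.0001% Triton X-100; 5.3 nM AmpC reagent; cpd preinc 15 min RT; nitrocefin (800 uM stock) to start; A480 q20 s × 4 min; Activity was normalised to no-enzyme and no-compound control wells.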
HCV inhibitor = qHTS Assay for Inhibitors of Hepatitis C Virus (HCV). Huh7.5.1 HCVcc-Cre infection, luciferase reporter, 44 h. Potency, µM (titrated, usually from 41.8 µM), for the others: at the highest dose activity change, negative = inhibition, usual class: inhibitors. 340,000 tested, 3.4% active. AID 651820, 2012; note: potency is the fitted concentration of half-maximal effect
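Cells (1,000/well) were plated 4 h before compound, then infected with HCVcc-Cre virus (~0.5 moi). After 44 h further culture, infection was read as luciferase luminescence following a 15 min substrate incubation at room temperature.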
AmpC no deterg = qHTS Inhibitors of AmpC Beta-Lactamase (assay without detergent) | AID 485341, 2010 | AmpC nitrocefin hydrolysis, absorbance 480 nm, 0.0001% Triton | Potency, µM (titrated, usually from 57.1 µM), for inactives: top-dose activity change, negative = inhibition, usual class: inhibitors | P00811 | 330,000 tested, 0.52% active;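 note: potency is the fitted concentration of half-maximal effect; plate controls were no compound for no effect and no enzyme for full effect; nearly all actives have a fitted effect of over 20% in size; some results filed as inactive show a strong effect at the top dose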
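AmpC (5.3 nM in the dispensed reagent) in 20 mM phosphate pH 7.0 with 0.01% (detergent screen) or 0.0001% Triton X-100 was preincubated with compounds for 15 min at room temperature. Nitrocefin was then added from an 800 uM solution, and hydrolysis was followed at 480 nm.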
HCMV inh = qHTS Assay for inhibitors of the human cytomegalovirus (HCMV); 410,000 tested, 4.5% active; activity change, negative = inhibition, % at 57.5 µM; HFF cells, HCMV-luciferase reporter, 72 h; active compounds read low; in the data active = activity change below about -60%; inconclusive = no clear call, values can overlap the other calls; inactive = above about -39%
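Screen run at 2 compound doses on HFFs infected with reporter HCMV, MOI 1 PFU/cell. Luciferase activity from cell lysates at 72 h post infection gave inhibition relative to buffer-only and Salinomycin wells.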
TbPYK inhibitor = qHTS of Trypanosoma Brucei Inhibitors. pyruvate kinase (Trypanosoma brucei), Q57TT1. TbPYK enzyme, Kinase-Glo Plus ATP luminescence, 45 min. Potency, µM (series often up to 76.8 µM), for inactives: top-dose activity, negative = inhibition, usual class: inhibitors. 410,000 tested, 0.12% active; note: potency is the fitted concentration of half-maximal effect; nearly all actives have a fitted effect of over 50% in size
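Activity of T. brucei pyruvate kinase was followed by Kinase-Glo Plus luminescence after the enzyme reacted 45 min at room temperature with 130 uM ADP (final) and substrate. Test compounds were added before ADP at multiple concentrations.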
AMA1 RON2 block = qHTS for Inhibitors of AMA1-RON; Towards Development of Antimalarial Drug Lead: Primary Screen; Plasmodium falciparum AMA1 (3D7) - RON2 peptide interaction; AlphaScreen AMA1-biotinylated RON2 peptide binding; Potency, µM (highest dose often 58.2 µM), for the others: top-dose activity change, negative = inhibition, actives largely listed as inhibitors; 360,000 tested, 0.2% active; AID 720542, 2013;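 note: potency is the fitted concentration of half-maximal effect; 0% = vehicle wells and -100% = peptide control; nearly all actives have a fitted effect of over 45% in size; some results filed as inactive show a strong effect at the top dose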
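AMA1 (3D7) with his tag at 25 nM final met compounds first, then biotinylated RON2 peptide at 25 nM; detection used donor plus acceptor beads, 10 µg/mL apiece, read by AlphaScreen after 30 min at room temperature.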
LmPK inh = qHTS Assay for Inhibitors of Leishmania Mexicana Pyruvate Kinase (LmPK); Q27686; purified LmPK, Kinase-Glo ATP luminescence, 1 h; Potency, µM (highest dose often 57.5 µM), for the others: top-dose activity change, negative = inhibition, hits mostly inhibitors; 290,000 tested, 0.37% active; AID 1721, 2009; note: potency is the fitted concentration of half-maximal effect
Target sequence (Q27686 whole entry, looked up): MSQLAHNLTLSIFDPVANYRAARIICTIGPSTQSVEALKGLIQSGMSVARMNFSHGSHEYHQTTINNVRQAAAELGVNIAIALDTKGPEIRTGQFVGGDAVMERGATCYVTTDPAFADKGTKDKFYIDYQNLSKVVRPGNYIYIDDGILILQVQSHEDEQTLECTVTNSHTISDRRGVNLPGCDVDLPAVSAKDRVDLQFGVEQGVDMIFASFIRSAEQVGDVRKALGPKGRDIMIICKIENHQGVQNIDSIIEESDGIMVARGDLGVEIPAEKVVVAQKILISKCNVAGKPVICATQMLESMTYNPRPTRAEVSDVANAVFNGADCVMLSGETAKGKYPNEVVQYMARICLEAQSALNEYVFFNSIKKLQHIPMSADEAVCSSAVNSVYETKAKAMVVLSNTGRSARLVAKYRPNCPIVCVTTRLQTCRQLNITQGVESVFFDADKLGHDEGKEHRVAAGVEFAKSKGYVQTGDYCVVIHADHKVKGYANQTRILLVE
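ATP generated from ADP (0.1 mM) and PEP (0.5 mM) by 0.1 nM LmPK over 1 h at room temperature (pH 7.2 imidazole buffer) was detected by coupled luciferase luminescence. Values were normalized to uninhibited and no-enzyme wells.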
Numbers without * were called inactive; ? = inconclusive; / = not tested or not shown; & = joins results of further samples; [ ] = dose if it differs, or a comment. Unless noted, calls come from the whole dose curve; as a rule, active = well fitted curve in the direction sought with a large enough effect; inconclusive = small, poorly fitted or top-dose-only effect, or another doubt; inactive = no such curve, though single readings can be large; an effect the other way counts as inactive or inconclusive. Unless noted, % is set by controls: 0 for no effect and ±100 for the full control effect.

SMILES	AmpC inh detg	HCV inhibitor	AmpC no deterg	HCMV inh	TbPYK inhibitor	AMA1 RON2 block	LmPK inh
C=CCn1c(SCC(=O)Nc2ccc3c(c2)OCCO3)nc2cc(C(=O)O)ccc2c1=O	-2.8%	17.5%	-19.3%	-25.2	1.3%	-3.8%	/
Cc1nn(-c2ccccc2)c2sc(C(=O)Nc3cccc(Cl)c3)cc12	-2.0%	/	/	?	-2.3%	/	/
CC(=O)c1ccc(N2C(=O)CC(N3CCN(S(=O)(=O)c4cc(C)ccc4C)CC3)C2=O)cc1 (stereo not drawn)	/	9.9%	138.3%[activator]	28.7	-4.1%	-4.0%	/
Cc1sc(NC(=O)c2ccco2)c(C(c2ccncc2)N2CCOCC2)c1C (stereo not drawn)	4.0%	1.6%	100.4%[activator]	-31.7	-3.9%	-11.6%	8.1%
CN(C)c1ccc(P(=O)(OCc2ccccc2)C(O)c2cccnc2)cc1 (stereo not drawn)	3.2%	3.9%	4.4%	31.6	4.2%	-6.5%	1.8%
COc1ccc(CNC(=O)c2csc(Cc3ccc(OC)cc3)n2)cc1	-6.5%	?	-6.2%	17.0	2.1%	-4.3%	-2.0%
C=CCOC(=O)C1=C(C)Nc2ncnn2C1c1cccs1 (stereo not drawn)	-13.9%	16.4%	-12.9%	14.3	1.2%	1.4%	-2.5%
COC(=O)c1sc(NC(=O)c2ccoc2C)nc1C	-7.0%	?	-34.1%	83.9	-1.2%	-8.5%	7.08µM*
Cn1cc(S(=O)(=O)N2CCCCCC2)cc1C(=O)N1CCN(c2cccc(C(F)(F)F)c2)CC1	14.6%	/	/	-33.5	2.2%	/	/
CC(=O)Nc1ccc(NC(=O)c2ccc(NS(=O)(=O)c3cc(C(C)(C)C)ccc3C)cc2)cc1	-9.1%	?	-50.8%	?	2.7%	-3.6%	0.4%
COc1ccc(OCC(O)Cn2c(Br)nc3c2c(=O)[nH]c(=O)n3C)cc1 (stereo not drawn)	2.9%	0.8%&-24.3%	-9.8%	-35.3	0.5%	-4.1%	-1.5%
COc1ccc(S(=O)(=O)Nc2ccc(S(=O)(=O)NCC3CCCO3)cc2)cc1 (stereo not drawn)	3.1%	-18.1%	-20.4%	-11.4	-1.0%	2.5%	0.2%
CCOC(=O)c1c(C)n(Cc2ccccc2)c2ccc(O)cc12	-4.4%	-11.5%	-26.0%	-24.0	?	-16.2%	-27.6%
COc1ccc(NC(=O)C(NC(=O)CNC(C)=O)c2ccc(C)cc2)cc1 (stereo not drawn)	2.0%	6.7%	38.1%	23.4	-3.6%	-7.8%	5.1%
CC(/C=N/Nc1ccc2nncn2n1)=C\c1ccccc1	-2.8%	-2.8%	-32.3%	-37.4	3.9%	-1.2%	5.9%
COc1cc(C(=O)Nc2cc3c(cc2C)n(C)c(=O)c(=O)n3C)cc(OC)c1OC	11.5%	/	/	-8.3	-1.8%	/	/
COc1ccc(NC(=O)C2CC(=O)N(c3cccc(C)c3C)C2)cc1 (stereo not drawn)	-7.0%	-4.1%	4.5%	-2.5	-2.7%	-6.6%	2.7%
CCc1noc(C)c1C(=O)N(CCCOC)c1c(N)n(Cc2ccccc2)c(=O)[nH]c1=O	-21.0%	-1.7%	-9.2%	-7.7	-5.2%	-12.4%	/
CC(OC(=O)COc1ccc(C#N)cc1)C(=O)c1ccccc1 (stereo not drawn)	-2.2%	9.0%	-14.8%	37.1	1.2%	-7.1%	/
CCCNC(=O)Cn1nc(-c2ccc(C)c(C)c2)c2cnc3ccc(OC)cc3c21	20.0%	/	/	-0.7	-2.7%	/	/

A run of entries taken from the entries so far, for reference:
SMILES	AmpC inh detg	HCV inhibitor	AmpC no deterg	HCMV inh	TbPYK inhibitor	AMA1 RON2 block	LmPK inh
COc1ccc(OCC(O)Cn2c(Br)nc3c2c(=O)[nH]c(=O)n3C)cc1 (stereo not drawn)	2.9%	0.8%&-24.3%	-9.8%	-35.3	0.5%	-4.1%	-1.5%
COc1ccc(S(=O)(=O)Nc2ccc(S(=O)(=O)NCC3CCCO3)cc2)cc1 (stereo not drawn)	3.1%	-18.1%	-20.4%	-11.4	-1.0%	2.5%	0.2%
CCOC(=O)c1c(C)n(Cc2ccccc2)c2ccc(O)cc12	-4.4%	-11.5%	-26.0%	-24.0	?	-16.2%	-27.6%
COc1ccc(NC(=O)C(NC(=O)CNC(C)=O)c2ccc(C)cc2)cc1 (stereo not drawn)	2.0%	6.7%	38.1%	23.4	-3.6%	-7.8%	5.1%
CC(/C=N/Nc1ccc2nncn2n1)=C\c1ccccc1	-2.8%	-2.8%	-32.3%	-37.4	3.9%	-1.2%	5.9%

Additional results
SMILES	AmpC inh detg	HCV inhibitor	AmpC no deterg	HCMV inh	TbPYK inhibitor	AMA1 RON2 block	LmPK inh
COC(=O)c1cc(NS(=O)(=O)c2cccs2)cc(NS(=O)(=O)c2cccs2)c1	-17.4%	2.7%	-33.7%	-21.2	-5.3%	5.6%	/
COc1ccc(CNC(=O)O[C@H]2CN(C(=O)OC(C)C)N(C(=O)OC(C)C)[C@@H]3CN(S(=O)(=O)c4ccc(C)cc4)C[C@]23O)cc1OC	/	/	/	-26.8	-9.4%	1.4%	/
O=C1c2ccccc2C(=O)N1CCc1csc(-c2cccc(Cl)c2)n1	5.7%	7.9%	-5.4%	-26.9	3.8%	8.7%	1.8%
CCOc1ccc(-c2noc(CCCC(=O)NC3CCCCC3)n2)cc1OC	5.6%	-3.0%	89.3%[activator]	3.1	-3.4%	7.5%	-5.6%
NC(=O)[C@@H]1CCCNc2c(F)cc([N+](=O)[O-])cc2C(=O)N[C@@H](CCC(=O)O)C(=O)N[C@@H](CO)C(=O)N1	?	-1.0%	-13.7%	-24.0	-3.2%	-6.3%	0.0%
COc1ccc(NC(=O)C(=O)c2cn(CC(=O)N3CCOCC3)c3ccccc23)cc1OC	-6.3%	?	182.1%[activator]	42.5	-0.9%	-6.1%	-0.3%
Cc1nc2ccccn2c1C(=O)NNC(=S)Nc1ccccc1	-7.6%	3.2%	-21.5%	-25.9	-25.8%	99.0%[activator]	0.0%
Cc1cc(C(=O)CN2C(=O)NC(C)(c3ccccc3)C2=O)c(C)n1CC1CCCO1 (stereo not drawn)	-4.2%	23.9%	16.2%	/	-0.8%	0.7%	0.3%
O=C(CSc1nnc(CCCOc2ccc(Cl)cc2Cl)o1)Nc1ccc(C(=O)O)cc1	-1.4%	36.6%[activator]	-29.4%	38.0	-1.3%	-0.7%	1.6%
CCn1c(SCC(=O)c2cc(C)ccc2C)nc2cc(S(=O)(=O)N3CCOCC3)ccc21	?	?	75.5%[activator]	-62.8*	-13.6%	-7.7%	5.8%
NC(CCc1ccccc1)c1csc(Nc2nncc3ccccc23)n1 (stereo not drawn)	/	/	/	8.1	-1.6%	97.6%[activator]	/
CCCc1cc(=O)oc2cc(C)cc(OCC(=O)N3CCC(C(=O)O)CC3)c12	-5.9%	-24.6%	-34.4%	12.6	6.1%	14.5%	-7.0%
COc1ccc(NC(=O)C2CCCN2S(=O)(=O)c2ccc(Cl)cc2)cc1 (stereo not drawn)	3.5%	-22.0%	-16.1%	40.0	-19.6%	1.8%	3.9%
BrC(/C=N/N1CCN(Cc2ccccc2)CC1)=C/c1ccccc1	5.1%	-21.0%	40.8%	?	0.0%	-20.0%	-15.8%
CCN(Cc1nc2cc(Cl)ccc2c(=O)[nH]1)C(=O)c1cc2c(s1)CCCCC2	0.0%	-12.9%	-18.8%	59.4	1.2%	14.3%	/
CC(C(=O)Nc1cccnc1)n1cc([N+](=O)[O-])cn1 (stereo not drawn)	3.4%	8.2%	-16.4%	30.9	0.6%	-6.8%	-11.3%
O=C(CN1C(=O)COc2ccccc21)N1CCN(c2ccccc2F)CC1	?	6.6%	-5.7%	4.8	-4.4%	-3.3%	-12.3%
CCCCOc1ccc(CN2CCC(O)CC2)cc1	-15.6%	-2.5%	13.3%	36.6	6.3%	-6.3%	-0.1%
CCCN(CCC)CCCNC(=O)c1sc2nc3n(c(=O)c2c1C)CCC3	6.1%	/	/	-3.5	3.1%	/	/
COCCn1c(=O)[nH]c2cc(C(=O)NCC3CCCO3)ccc2c1=O (stereo not drawn)	?	26.8%	-15.6%	14.0	-7.1%	-13.6%	-5.0%
COc1ccc(Br)cc1S(=O)(=O)n1c([N+](=O)[O-])cnc1C	-6.2%	16.8%	-12.5%	-22.5	-1.3%	9.6%	0.4%
CCN(CC)S(=O)(=O)c1ccccc1/C=N\O	-3.9%	-5.9%	-21.9%	-24.9	-4.4%	5.3%	3.3%
CC(C)NS(=O)(=O)c1ccc(OCC(=O)N2CCN(c3ccccc3)CC2)cc1	-11.5%	-1.9%	24.6%	-4.7	-6.5%	-2.9%	2.8%
COC(=O)C(O)(c1cn(C)c2ccccc12)C(F)(F)F (stereo not drawn)	-6.0%	13.8%	-8.4%	-5.1	-7.5%	15.5%	-5.1%
Cc1ccc(C)c(NC(=O)C(c2ccccc2)N2CCOCC2)c1 (stereo not drawn)	4.5%	12.5%	-2.3%	6.8	1.0%	0.4%	-3.9%
Cc1cccc(Cl)c1NC(=O)N1CCCN(c2ncccc2[N+](=O)[O-])CC1	-2.0%	22.1%	-7.8%	?	-1.7%	-11.0%	11.3%
COC(=O)c1ccc(COc2ncnc3sccc23)cc1	-6.4%	-7.3%	-35.5%	-37.3	-5.8%	-2.4%	-5.3%
Cc1onc(-c2c(F)cccc2Cl)c1C(=O)Nc1nnc(C2CC2)s1	-5.9%	-0.7%	-42.4%	-9.7	-13.1%	39.1%[activator]	0.1%
Cc1ccc(N=Nc2c(C)[nH]n(-c3ccccc3)c2=O)cc1	-0.9%	-4.3%	9.4%	49.3	-7.2%	-25.1%	3.0%
Cn1nc(C(=O)NCc2ccc(F)cc2)c2c1-c1ccccc1SC2	-14.1%	/	/	-30.6	2.1%	/	/
CCCN(C(=O)c1cc2c(=O)n(CC)c3ccccc3c2s1)c1ccccc1F	-5.0%	/	/	-8.7	-2.2%	/	/
CCOC(=O)CSc1n[nH]c(-c2ccco2)n1	?	10.4%	-13.2%	22.8	-2.2%	-10.2%	-0.2%
